Screens: PubChem, several laboratories
eLon inh: inhibits E. coli Lon protease; inhibition, % at 7.94 µM; 360,000 compounds, 0.42% hits; purified E. coli Lon protease, fluorescence polarization; in the data active = inhibition above about 13%, passing the limit was not always enough;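 note: 0% = enzyme with probe and DMSO and 100% = no enzyme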
MsrA inh: inhibitors of bovine MsrA. 360,000 compounds, 0.75% hits. purified bovine MsrA, absorbance read-out. inhibition, % at 15.5 µM; in the data active = inhibition above about 4.5%;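 note: 0% = vehicle wells with enzyme and 100% = reference inhibitor wells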
MsrA act: activators of bovine methionine sulfoxide reductase A | purified bovine MsrA, absorbance read-out | activation, % at 10.6 µM | 360,000 compounds, 0.3% hits | AID 602163; in the data active = activation above about 7.5%;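 note: 0% = vehicle and 100% = reference activator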
MT1-MMP act inh: MT1-MMP (human) activation inhibition; P50281; HT1080 RFP-PRO-GFP cells, GFP/RFP ratio fluorescence, overnight; percent of plate control window, DMSO zero; GFP/RFP ratio change, % at 20 µM; 360,000 compounds, 0.061% hits; AID 651647;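 active = GFP/RFP ratio change of at least 30% with cell ATP level not reduced by more than half and red fluorescence within 50% of control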; note: strong numbers were not always called active
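Read-out: GFP/RFP fluorescence ratio; Test system: RFP-PRO-GFP reporter HT1080 cells; Compound dosing: single-point 20 µM compound, 1% DMSO; Times: overnight compound exposure at 37 °C.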
FAS-TE inh: FAS thioesterase (human) inhibition. P49327. recombinant FAS-TE, OMFH fluorogenic substrate, fluorescence endpoint. inhibition, % at 15 µM. 360,000 compounds, 0.67% hits. AID 602261;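 active = compounds whose normalised, plate-corrected inhibition of enzyme fluorescence in the single-dose primary screen is 50% or more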;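 note: 0% = DMSO with enzyme and 100% = substrate without enzyme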
Rpn11 block: blocks the human proteasome subunit Rpn11. O00487. human 26S proteasome, Ub4-pepOG fluorescence polarization; 20S core pre-blocked with epoxomicin. calls only at 20 µM. 360,000 compounds, 0.59% hits;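 active = inhibition at 20 µM, scaled to each plate's controls, above about 33%, limit read from the data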
Target sequence (O00487 whole entry, looked up): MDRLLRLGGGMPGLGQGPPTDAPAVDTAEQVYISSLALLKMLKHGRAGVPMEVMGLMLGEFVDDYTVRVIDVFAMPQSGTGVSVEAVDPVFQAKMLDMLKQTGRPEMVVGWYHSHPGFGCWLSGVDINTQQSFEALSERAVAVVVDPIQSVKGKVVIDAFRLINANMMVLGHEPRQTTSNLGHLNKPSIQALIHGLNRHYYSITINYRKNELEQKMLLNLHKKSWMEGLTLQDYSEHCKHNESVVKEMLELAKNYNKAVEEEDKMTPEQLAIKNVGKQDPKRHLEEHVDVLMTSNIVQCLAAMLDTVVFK
PABP1 MLLE inh: inhibitors of microRNA-mediated deadenylation, human PABP1 MLLE binding; GST-MLLE / FITC-PAM2 fluorescence polarization; AID 588489; 360,000 compounds, 0.36% hits; inhibition, % at 20 µM; P11940; in the data active = inhibition above about 35%, passing the limit was not always enough;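 note: plate controls were DMSO wells with GST-MLLE for no effect and wells lacking GST-MLLE protein for full effect; some results filed as inactive read as strong as hits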
Target sequence (P11940 whole entry, looked up): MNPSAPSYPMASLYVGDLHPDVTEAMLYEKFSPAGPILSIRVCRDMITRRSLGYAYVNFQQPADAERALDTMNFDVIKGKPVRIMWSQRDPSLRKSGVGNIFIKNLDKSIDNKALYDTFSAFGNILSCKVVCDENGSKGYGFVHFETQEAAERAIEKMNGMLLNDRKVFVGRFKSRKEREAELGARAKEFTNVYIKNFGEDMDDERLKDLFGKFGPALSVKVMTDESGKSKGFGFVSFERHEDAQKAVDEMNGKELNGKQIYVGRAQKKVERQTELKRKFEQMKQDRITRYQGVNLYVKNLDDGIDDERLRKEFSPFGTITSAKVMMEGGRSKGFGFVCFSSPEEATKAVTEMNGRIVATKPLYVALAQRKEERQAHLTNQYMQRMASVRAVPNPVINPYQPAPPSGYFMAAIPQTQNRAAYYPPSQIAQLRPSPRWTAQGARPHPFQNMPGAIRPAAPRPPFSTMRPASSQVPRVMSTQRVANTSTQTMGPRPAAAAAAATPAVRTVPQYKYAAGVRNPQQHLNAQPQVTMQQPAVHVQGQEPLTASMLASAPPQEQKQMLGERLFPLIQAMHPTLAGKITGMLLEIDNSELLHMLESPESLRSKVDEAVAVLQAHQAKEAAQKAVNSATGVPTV
CSN deneddyl inh: blocks human CSN-mediated cullin deneddylation | 360,000 compounds, 0.38% hits | AID 651999 | Purified CSN, SCF-Nedd8-OG deneddylation, fluorescence polarization | inhibition, % at 12.5 µM;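 active = pattern-corrected inhibition above about 35%, with an unprinted fluorescence ratio check between 0.5 and 1.5, limit read from the data, passing the limit was not always enough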;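 note: 0% = enzyme with substrate and 100% = substrate without enzyme; some results filed as inactive read as strong as hits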
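Assay system: Purified human Csn5 enzyme expressed in HEK293T cells | Amount: Enzyme 0.24 nM | Measured by: Fluorescence polarization readout | Medium: Tris/NaCl/DTT buffer, pH 7.5 | Compound dosing: One concentration, 12.5 µM, 0.25% DMSO | Times: 90 min incubation of compound, enzyme and substrate at room temperature | Control set: no-enzyme wells high, enzyme-with-substrate wells low | Read-out: % inhibition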
Rin1 Abl inh: blocks binding of human Rin1 to Abl | 360,000 compounds, 0.4% hits | TR-FRET Rin1/Abl binding, biochemical | inhibition, % at 7.35 µM | AID 588664 | P00519+Q13671; in the data active = inhibition above about 5%, passing the limit was not always enough
* = called active by the depositor; i = inactive.

smiles | PABP1 MLLE inh | Rpn11 block | CSN deneddyl inh | eLon inh | Rin1 Abl inh | MsrA inh | MsrA act | FAS-TE inh | MT1-MMP act inh
Cc1nn(Cc2ccc(F)cc2)c(C)c1NC(=O)c1nn(C)cc1Cl | -5 | i | 1 | 5 | -1 | -0.9 | -3 | -4 | 0
COCC(C)n1c(COc2ccccc2F)nnc1SCC(=O)c1c(N)n(C)c(=O)n(C)c1=O (centres undefined) | -19 | i | 4 | 7 | 7 | -0.5 | -3 | -3 | -1
Cc1c(CCC(=O)NCCCCCC(=O)O)c(=O)oc2c(C)c3oc4c(c3cc12)CCCC4 | 0 | i | -3 | 0 | 0 | 2.5 | -2 | -7 | -2
COc1ccc(C(=O)NC(C)CCn2cccn2)cc1OC1CCN(C(C)C)CC1 (centres undefined) | -8 | i | 3 | 9 | 0 | 0.3 | -1 | -5 | -2
O=C(C[C@H]1C/C=C/CC[C@@H](Cc2ccc(F)cc2)C(=O)O[C@@H](c2ccccc2)CNC1=O)NCCO | 6 | i | 2 | -7 | 3 | 0.1 | 4 | 14 | -1
O=C1CC(Sc2ncccc2C(=O)O)C(=O)N1 (centres undefined) | 12 | i | 5 | 8 | -1 | 0.8 | -9 | -3 | 2
Cc1ccc(/C=N/NC(=O)Cn2cnc3ccccc32)o1 | -2 | i | -5 | -5 | 4 | -0.7 | -11 | -9 | 2
CC(=O)Nc1nc(C)c(-c2csc(Nc3cccc(C(C)=O)c3)n2)s1 | 5 | i | 2 | -13 | -2 | 4.6* | -2 | -2 | -2
O=C(OCc1cn([C@H]2C[C@H](c3ccccc3)N(Cc3cccs3)C[C@@H]2O)nn1)c1ccccc1 | -1 | i | 1 | 2 | 0 | -0.4 | -2 | 20 | 2
C[C@H](CO)N1C[C@H](C)[C@@H](CN(C)S(=O)(=O)c2ccccc2)Oc2ccc(NC(=O)Cn3cnnn3)cc2C1=O | -12 | i | 1 | -5 | -2 | -1.2 | -1 | -4 | 2
O=C(C1CCCCC1)N1CCCC(c2nc3c(nnn3Cc3ccccc3)c(=O)[nH]2)C1 (centres undefined) | -21 | i | -4 | -8 | 3 | -1.5 | -7 | -2 | 8
Cc1cc(=O)[nH]c(SCC(=O)NCC2CCCO2)n1 (centres undefined) | -9 | i | 6 | -18 | -1 | -0.1 | -1 | -6 | 1
O=C(O)[C@H](Cc1ccccc1)Nc1ccc([N+](=O)[O-])cn1 | 4 | i | 0 | -12 | -1 | 4.8* | -3 | -4 | -3
CC(C)Nc1ncnc2c1ncn2[C@H]1CN(Cc2ccc(F)cc2)C[C@@H](CO)O1 | -1 | i | 8 | -3 | 0 | 0.0 | -2 | -3 | 1
O=C(/C=C/c1cccc(C(F)(F)F)c1)N1CCN(c2ccccn2)CC1 | -1 | i | -1 | 9 | 0 | -0.3 | -10 | 15 | 1
Nn1c(SCC(=O)Nc2ccc3c(c2)OCO3)nnc1-c1ccncc1 | -4 | i | 1 | -6 | 2 | -1.8 | -1 | -14 | -7
CCOC(=O)c1c(CN2CCC(C)CC2)oc2ccc(OC)cc12 | -12 | i | 0 | 2 | -4 | 0.5 | -2 | 10 | -1
CCC(=O)c1ccc(OCCSc2ncccn2)cc1 | -7 | i | 4 | -1 | -5 | -2.4 | -5 | -3 | 0
COc1ccccc1NS(=O)(=O)c1cccc(C(=O)N2CC(C)OC(C)C2)c1 (centres undefined) | -3 | i | -3 | -3 | 0 | -1.5 | -2 | -6 | -3
Cc1cccc2cc(CN(Cc3nnnn3Cc3ccco3)C3CCCC3)c3nnnn3c12 | 3 | i | -1 | -10 | -4 | -0.5 | -3 | 22 | -7
O=C(O)CNC(=O)c1ccccc1F | 16 | i | 0 | 7 | -1 | -0.2 | -2 | -7 | -2
COc1ccc(OCc2cccc(C(=O)NN)c2)cc1 | -12 | i | -3 | 7 | -1 | -0.1 | -1 | -3 | 1
O=c1c2ccccc2nc(-c2cccs2)n1-c1cccc2ccccc12 | 0 | i | -1 | 6 | 2 | 1.4 | -10 | 22 | -4
O=C(Nc1cn(-c2ccccc2)nc1-c1ccc(Cl)cc1)c1ccccc1 | -1 | i | 3 | 1 | 0 | -1.4 | -4 | 29 | -7
O=C(/C=C/Nc1ccc(F)cc1)c1ccco1 | -123 | i | -2 | 0 | 3 | 1.3 | -2 | -2 | 0
O=C(CCCN1C(=O)/C(=C\c2cccs2)SC1=S)Nc1ccccc1O | 11 | i | -3 | -11 | -3 | -0.5 | 1 | -5 | 0
CC(C)(C)c1ccc(CS(=O)(=O)CC2(O)CCN(C(=O)c3cccc(C(F)(F)F)c3)CC2)cc1 | -8 | i | 1 | -5 | 1 | 0.5 | 2 | -4 | 1
COC(=O)CN(C)C(=O)c1ccc(OC)c(OC2CCN(C(C)C)CC2)c1 | -7 | i | -5 | -7 | 2 | -0.1 | -1 | -3 | 0
Cc1cc(Cl)ccc1OC(C)C(=O)Nc1ccccc1N1CCOCC1 (centres undefined) | -4 | i | 3 | 5 | 1 | -0.3 | -4 | 26 | -6
COc1ccc(/C=C(\C#N)C(=O)OCC(=O)Nc2ccc(C(C)(C)C)cc2)cc1 | 5 | i | -2 | -13 | -2 | 0.7 | -3 | -4 | 2

In a second layout: entries from further up
O=C(O)[C@H](Cc1ccccc1)Nc1ccc([N+](=O)[O-])cn1
  PABP1 MLLE inh = 4	Rpn11 block = i	CSN deneddyl inh = 0	eLon inh = -12	Rin1 Abl inh = -1	MsrA inh = 4.8*	MsrA act = -3	FAS-TE inh = -4	MT1-MMP act inh = -3
CC(C)Nc1ncnc2c1ncn2[C@H]1CN(Cc2ccc(F)cc2)C[C@@H](CO)O1
  PABP1 MLLE inh = -1	Rpn11 block = i	CSN deneddyl inh = 8	eLon inh = -3	Rin1 Abl inh = 0	MsrA inh = 0.0	MsrA act = -2	FAS-TE inh = -3	MT1-MMP act inh = 1
O=C(/C=C/c1cccc(C(F)(F)F)c1)N1CCN(c2ccccn2)CC1
  PABP1 MLLE inh = -1	Rpn11 block = i	CSN deneddyl inh = -1	eLon inh = 9	Rin1 Abl inh = 0	MsrA inh = -0.3	MsrA act = -10	FAS-TE inh = 15	MT1-MMP act inh = 1

More entries.
smiles | PABP1 MLLE inh | Rpn11 block | CSN deneddyl inh | eLon inh | Rin1 Abl inh | MsrA inh | MsrA act | FAS-TE inh | MT1-MMP act inh
CC(=O)CCc1c(C)nc2ccc(C(=O)O)cc2c1Cl | 6 | i | 5 | 15 | 0 | 0.0 | -12 | -2 | -4
CC(C)c1ccc(/C=C2\Oc3c(ccc(O)c3CN3CCN(C)CC3)C2=O)cc1 | -42 | i | 7 | -83 | -2 | 1.4 | 6 | -9 | -13
Cn1c(=O)[nH]c(=O)c2c1nc(N1CCCC1)n2CC(O)COc1ccccc1 (centres undefined) | 8 | i | -3 | -2 | 1 | -0.2 | -2 | -5 | 2
O=C(CCS(=O)(=O)c1ccccc1)Nc1ccc(S(=O)(=O)Nc2ncccn2)cc1 | -12 | i | -4 | 7 | 5 | 1.7 | -6 | -6 | 2
Clc1ccc(-c2csc(N/N=C/c3cccnc3)n2)c(Cl)c1 | 4 | i | -3 | 2 | 1 | 0.1 | -11 | 2 | -6
O=C(CN1CCCCCCC1)NC(=O)NC1CCCCC1 | -1 | i | 2 | 5 | -1 | 0.8 | -8 | -4 | 7
COc1ccc(C(=O)Nc2cccc(C(C)=O)c2)cc1S(=O)(=O)N1CCOCC1 | 7 | i | -3 | 0 | 0 | -0.3 | 1 | 3 | 4
Cn1cc(S(=O)(=O)N2CCN(c3ccccc3F)CC2)c(=O)n(C)c1=O | 3 | i | 1 | 7 | -2 | -0.6 | 0 | -5 | 2
Cc1cccc(-c2nc3c(c(SCC(=O)N4CCOCC4)n2)CCCC3)c1 | 5 | i | 3 | 0 | -2 | -0.1 | -3 | 8 | -9
O=C(Nc1cccc(-n2cnnn2)c1)c1cccnc1 | 6 | i | -1 | 2 | 3 | 1.4 | -4 | -8 | -4
O=C(C1CCN(c2ncnc3c2nc2n3CCCCC2)CC1)N1CCCCC1 | -2 | i | -1 | -9 | 3 | 0.4 | -5 | -4 | 6
CC(C)C12CN3CC(C(C)C)(CN(C1)C3c1ccccc1O)C2=O (centres undefined) | 10 | i | -1 | 5 | 3 | 0.9 | -7 | 1 | -4
CCOC(=O)N1CCN(C2CC(=O)N(c3ccc(Oc4ccccc4)cc3)C2=O)CC1 (centres undefined) | 3 | i | -5 | -1 | 3 | -0.5 | -3 | -6 | 7
O=c1c2ccccc2[nH]c(=S)n1Cc1cccnc1 | -87 | i | -4 | 1 | 0 | 0.5 | -1 | -5 | -4
O=C(NCC1CC1)c1ccc(Nc2nc3ccc(Br)cc3[nH]2)cc1 | 1 | i | 0 | -9 | -1 | 0.5 | -2 | 6 | 7
CCOc1ccc(S(=O)(=O)N2CCc3ccccc3C2)cc1 | 4 | i | 0 | -3 | 0 | 0.1 | 2 | 15 | -7
CCCCCCSc1ccc([C@H]2N[C@@](CC(C)C)(C(=O)OC)[C@H]3C(=O)N(CC)C(=O)[C@@H]23)cc1 | -1 | i | -2 | 2 | -1 | 1.2 | -4 | 28 | -3
COc1ccc(NC(=O)c2ccc(N3C(=O)C4CC=C(Cl)CC4C3=O)cc2)cc1 (centres undefined) | -3 | i | 1 | -7 | -1 | -0.7 | -1 | 3 | 6
Cc1ccc(OCC(=O)NC2CCCC2)c(C)c1 | -4 | i | 0 | -13 | -1 | -0.5 | -1 | -2 | 2
CN(C)S(=O)(=O)c1ccc2c(c1)nc(CCC(=O)NCCc1ccc(Cl)cc1)n2C | 5 | i | 2 | -15 | 3 | 1.7 | -4 | -1 | 1
CC1CCC(NC(=O)Nc2cccs2)CC1 (centres undefined) | 5 | i | 2 | -6 | 0 | 1.8 | -7 | -6 | 1
Cc1cc(C)nc(N(C#N)Cc2ccc([N+](=O)[O-])cc2)n1 | 5 | i | -2 | 7 | -1 | -0.4 | 1 | 15 | -1
CCc1cc(SC#N)cc(C)c1N | 23 | i | 1 | 2 | -3 | -0.9 | -3 | -6 | 1
CCOC(=O)C(=O)Nc1ccccc1C(N)=O | 7 | i | 6 | -6 | 0 | -0.7 | -3 | -1 | 4
CC1(C)Cc2c(sc3[nH]c(=O)n(CC(=O)NCC4CCCO4)c(=O)c23)CO1 (centres undefined) | 2 | i | 3 | -3 | -3 | -0.1 | -1 | -6 | 3
Cc1cccc(C)c1NC(=O)CNC(=O)c1c(C)nn(-c2ccccc2)c1Cl | -4 | i | 0 | -3 | 0 | 0.2 | -4 | -6 | 1
O=C(CN1C(=O)NC2(CCCC2)C1=O)N1CCN(Cc2ccccc2)CC1 | -8 | i | -2 | -10 | 0 | 0.1 | -4 | -2 | 4
O=C(CSc1nnc(COc2ccccc2)o1)N1CCCC1 | -4 | i | -4 | 1 | 4 | -0.4 | -1 | -4 | -5
Cc1ccc(CNc2nc3ccccc3n2C)cc1 | -8 | i | 5 | 4 | -1 | -1.4 | -2 | 5 | 5
O=C(Nc1cccnc1)c1ccccc1-c1nc(-c2ccccc2F)no1 | 10 | i | 2 | 8 | -2 | -1.1 | -2 | -6 | 2
Cc1nn(-c2ccccc2)c2sc(C(=O)OC3CCOC3=O)cc12 (centres undefined) | -7 | i | -5 | 5 | -2 | -0.4 | 0 | 8 | 3
CCOC(=O)c1sc(/N=C/c2ccc(O)cc2O)cc1C | -7 | i | 3 | -22 | 0 | 5.3* | -11 | -5 | 0
